Assay outcomes: PubChem BioAssay, The Scripps Research Institute Molecular Screening Center
PLCb3 inh: blocks human PLC-beta3 enzyme activity. Purified PLC-beta3, fluorogenic substrate, fluorescence. Q01970. 0.18% of 370,000 active. AID 720704. inhibition, % at 12.2 µM; in the data active = inhibition above about 11%;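 note: 0% = median of compound wells on plate and 100% = full blocker control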
DDE Tn6 FP inh: inhibitors of Tn6 peptide binding to human fibrin DD(E); AID 720509; Fibrin DD(E) TRITC-Tn6 fluorescence polarization displacement; inhibition, % at 8.3 µM; 0.21% of 370,000 active;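 active = inhibition above a per-campaign cutoff: mean of compounds within control limits plus 3 SD, cut at about 15% in these data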;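 note: 0% = median of all compound wells on the plate and 100% = blocking peptide control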
DDE Tn7 FP inh: disrupts Tn7 cyclic peptide binding to fibrin D-Dimer-E complex; 0.13% of 370,000 active; P02675; FP displacement of FITC-Tn7 peptide from fibrin DD(E); 0% = median of compound wells per plate; inhibition, % at 8.3 µM;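 active = inhibition above the mean of compounds falling within the control limits plus 3 SD of them, cut at about 14% in these data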;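 note: 0% = plate median of compound wells and 100% = 10 µM Aha-Tn7 peptide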
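Measure: % inhibition scaled between sample-field median and high-control FP; Test system: human fibrin DD(E); Quantity: 2 µM final DD(E) protein; Doses: one dose, 8.3 µM nominal; Schedule: compound with protein 10 min, then 3 h after probe, room temperature; Detection: fluorescence polarization; Medium: Tris buffer with calcium and detergent, pH 7.8.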
ARFGAP1 inh: inhibits rat ARF GTPase activating protein 1. Arfgap1-stimulated ARF1 GTP hydrolysis, GDP FP detection. inhibition, % at 16.5 µM. 0.26% of 360,000 active;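 active = inhibition above a per-plate limit, mean inhibition of low control wells plus 3 SD, cut at about 25% in these data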;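 note: 0% = DMSO wells with enzyme and 100% = wells lacking Arfgap1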
Target sequence (Q62848 1-136 limits assumed): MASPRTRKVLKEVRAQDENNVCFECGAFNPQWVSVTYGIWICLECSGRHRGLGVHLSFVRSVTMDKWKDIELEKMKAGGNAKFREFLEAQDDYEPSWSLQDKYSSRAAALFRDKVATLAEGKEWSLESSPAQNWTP
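Material – truncated rat Arfgap1 GAP domain · Buffer or medium – HEPES-based buffer, pH 7.5 · Reagent – human ARF1(Δ1-17)-GTP substrate · Dosing – 16.5 µM single point, 1.26% DMSO · Schedule – GTP hydrolysis reaction 2 h at 25 °C · Technique – GDP detection by fluorescence polarization · Benchmarks – No-Arfgap1 wells (100%) versus DMSO full-reaction wells (0%) · Repeats – single replicate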
ADAM10 inh: ADAM10 inhibition, QFRET primary screen; O14672; recombinant ADAM10, EDANS/DABCYL FRET peptide cleavage, 3 h; inhibition, % at 7 µM; 0.62% of 370,000 active;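 active = inhibition above a per-campaign cutoff equal to the mean of compounds falling between control-based bounds plus 3 SD, cut at about 20% in these data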;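 note: 0% = DMSO wells while the 100% control is not disclosed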
SIAE primary: inhibitors of human sialic acid acetylesterase SIAE; Q9HAT2; SIAE FP-Rh probe binding, fluorescence polarization; inhibition, % at 9.66 µM; 0.69% of 370,000 active; AID 1053197;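 active = inhibition above a cutoff: mean of compounds within the control limits plus 3 SD of those, cut at about 17% in these data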;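 note: 0% = plate median of compound wells and 100% = probe without SIAE protein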
ADAM17 inh: ADAM17 inhibition, QFRET primary screen. P78536. recombinant ADAM17, EDANS/DABCYL FRET peptide cleavage. inhibition, % at 6.95 µM. 0.83% of 370,000 active. AID 720648;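 active = inhibition above the mean of compounds lying between control limits plus 3 SD, set per campaign, cut at about 8.5% in these data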;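 note: 0% = DMSO-only wells as the low control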
ASAP1 inh: inhibitors of human ASAP1 ArfGAP activity. Q9ULH1. ASAP1-stimulated ARF1 GTP hydrolysis, GDP FP detection. inhibition, % at 16.5 µM. 0.19% of 360,000 active. AID 624377; in the data active = inhibition above about 25%;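 note: 0% = vehicle with enzyme and substrate and 100% = no enzyme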
TDP2 inh: TDP2 (human) inhibition, absorbance primary screen. O95551. recombinant TDP2, T5PNP hydrolysis, p-nitrophenol absorbance 415 nm. AID 720702. 0.34% of 370,000 active. inhibition, % at 12.8 µM;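 active = inhibition above the mean of all tested compounds plus 3 SD, set per campaign, cut at about 25% in these data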;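 note: 0% = DMSO with enzyme and 100% = buffer with substrate but no TDP2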
Target sequence (O95551 whole entry, looked up): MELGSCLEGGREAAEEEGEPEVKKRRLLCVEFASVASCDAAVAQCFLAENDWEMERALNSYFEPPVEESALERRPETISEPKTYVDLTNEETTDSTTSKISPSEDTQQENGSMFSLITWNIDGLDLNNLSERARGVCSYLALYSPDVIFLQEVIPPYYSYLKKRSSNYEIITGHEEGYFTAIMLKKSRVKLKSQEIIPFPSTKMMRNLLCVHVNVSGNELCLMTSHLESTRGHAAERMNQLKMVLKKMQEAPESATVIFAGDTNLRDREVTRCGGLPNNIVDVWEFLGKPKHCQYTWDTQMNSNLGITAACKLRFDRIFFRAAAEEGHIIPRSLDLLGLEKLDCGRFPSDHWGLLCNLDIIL
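Read-out basis: percent inhibition. System: recombinant human TDP2. Buffer or medium: Mg2+-containing Tris-HCl buffer, pH 7.5. Repeats: single replicate. Timing: reaction 2 h, 37 °C. Benchmarks: high control without enzyme, low control DMSO plus TDP2. Probe or stimulus: 5 mM T5PNP. Doses: 12.8 µM only. Measured by: epi absorbance of p-nitrophenol freed from T5PNP by hydrolysis.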
PLC-gamma1 inh: blocks human PLC-gamma1 enzyme activity. P19174. inhibition, % at 12.2 µM. purified PLC-gamma1, fluorogenic substrate, fluorescence. 0.84% of 370,000 active; in the data active = inhibition above about 9.5%
Numbers without * were called inactive; i = inactive; . = not tested or not shown.

Letters: A = PLCb3 inh; B = DDE Tn6 FP inh; C = DDE Tn7 FP inh; D = ARFGAP1 inh; E = ADAM10 inh; F = SIAE primary; G = ADAM17 inh; H = ASAP1 inh; I = TDP2 inh; J = PLC-gamma1 inh
1: CC(=O)c1ccc(OC(C)C)c(Cc2c(O)nc(N)[nH]c2=O)c1
  A = -2; B = -2; C = -1; D = -3; E = -8; F = -1; G = -1; H = -12; I = -1; J = -2

2: Cc1ccc(-c2nn3c(C)nnc3s2)cc1NC(=O)c1ccc(OC(C)C)cc1
  A = 1; B = 10; C = 3; D = 1; E = 4; F = -12; G = 0; H = -15; I = -2; J = 2

3: Cc1ccc(C23CC4CC(CC(NC(=O)NCCN(C)C)(C4)C2)C3)cc1
  A = 2; B = -9; C = -12; D = 12; E = -4; F = -4; G = -1; H = 7; I = -13; J = 4

4: NC(=O)Cn1c(=O)n(CCc2ccccc2)c(=O)c2c3c(sc21)CCCC3
  A = 2; B = -6; C = -2; D = -3; E = 4; F = -4; G = 0; H = -3; I = -8; J = 0

5: CCCCN(C)C(=O)c1sc2ncn(CC)c(=O)c2c1C
  A = 10; B = -2; C = -6; D = -17; E = 2; F = -9; G = 7; H = 1; I = -13; J = 4

6: CC(C)CC(=O)Nc1nnc(CSCc2ccc(F)cc2)s1
  A = -12; B = -9; C = 6; D = 1; E = -5; F = -3; G = -2; H = -1; I = -10; J = -2

7: CC1(C(=O)NS(=O)(=O)c2ccccc2Cl)CCN1C(=O)Cc1ccc(Cl)cc1Cl (stereo not drawn)
  A = 1; B = -2; C = 5; D = -13; E = -11; F = 13; G = -3; H = -17; I = -4; J = -1

8: O=C(Nc1cccc(F)c1)C1CCN(S(=O)(=O)c2cnc[nH]2)CC1
  A = -75; B = -5; C = 0; D = 12; E = -4; F = -4; G = 0; H = 9; I = 6; J = 0

9: CC12CC(O)C3c4ccc(O)cc4CCC3C1CC/C2=N\O (stereo not drawn)
  A = 0; B = -6; C = -5; D = 10; E = 4; F = 11; G = 1; H = 8; I = 2; J = 5

10: CCOC(=O)C1=C(O)C(Nc2nccs2)(C(F)(F)F)N=C1C (stereo not drawn)
  A = 2; B = -4; C = 1; D = 5; E = 7; F = -2; G = -4; H = -1; I = 6; J = 1

11: CCOC(=O)N1CCC(=C(C#N)C(=O)Nc2cc(OC)ccc2OC)CC1
  A = -2; B = 7; C = 7; D = 4; E = 5; F = 2; G = -2; H = 1; I = 0; J = -7

12: c1ccc2c(c1)[nH]c1nc(SCCN3CCOCC3)nnc12
  A = -3; B = 0; C = 1; D = 3; E = -4; F = 8; G = -6; H = -12; I = -8; J = -5

13: CCCc1c(C(=O)N/N=C/c2cccnc2)nnn1-c1nonc1N
  A = -6; B = -6; C = 3; D = 17; E = 1; F = 5; G = -5; H = 4; I = 10; J = 0

14: CCCCCNC(=O)[C@@H]1CSC2c3ccccc3C(=O)N21 (stereo partly drawn)
  A = 8; B = 1; C = 2; D = -5; E = 6; F = -5; G = 7; H = 2; I = -22; J = 13*

15: C=CCc1cccc2cc(C(=O)N3CCOCC3)c(=O)oc12
  A = -6; B = 0; C = -1; D = -8; E = -5; F = -1; G = -4; H = -8; I = -4; J = -4

16: COc1cc(OC)cc(C(=O)NC(C(=O)Nc2ccc3c(c2)OCO3)C(C)C)c1 (stereo not drawn)
  A = -2; B = -1; C = -7; D = -5; E = 2; F = 0; G = -1; H = 7; I = 5; J = -1

17: CC(C)(C)OC(=O)NCC(=O)NNC(=O)C(C(=O)OCc1ccccc1)c1ccccc1 (stereo not drawn)
  A = 6; B = -2; C = 3; D = -6; E = 7; F = 8; G = 2; H = -19; I = -1; J = 8

18: CC1CCN(C(=O)CN(c2ccc3c(c2)OCO3)S(C)(=O)=O)CC1
  A = 3; B = 0; C = -6; D = -8; E = 8; F = -3; G = -2; H = 2; I = -7; J = 0

19: CC(NC(=O)CN1C(=O)COc2ccccc21)c1ccccc1 (stereo not drawn)
  A = -1; B = -4; C = 0; D = 5; E = -4; F = 0; G = -4; H = -6; I = 4; J = -4

20: O=C1CCCC/C1=C/Nc1ccc2c(c1)OCO2
  A = -30; B = -2; C = 1; D = 4; E = -12; F = 12; G = -4; H = 1; I = 2; J = -19

Another view of 4 compounds above.
nr	Structure	PLCb3 inh	DDE Tn6 FP inh	DDE Tn7 FP inh	ARFGAP1 inh	ADAM10 inh	SIAE primary	ADAM17 inh	ASAP1 inh	TDP2 inh	PLC-gamma1 inh
18	CC1CCN(C(=O)CN(c2ccc3c(c2)OCO3)S(C)(=O)=O)CC1	3	0	-6	-8	8	-3	-2	2	-7	0
17	CC(C)(C)OC(=O)NCC(=O)NNC(=O)C(C(=O)OCc1ccccc1)c1ccccc1 (stereo not drawn)	6	-2	3	-6	7	8	2	-19	-1	8
14	CCCCCNC(=O)[C@@H]1CSC2c3ccccc3C(=O)N21 (stereo partly drawn)	8	1	2	-5	6	-5	7	2	-22	13*
13	CCCc1c(C(=O)N/N=C/c2cccnc2)nnn1-c1nonc1N	-6	-6	3	17	1	5	-5	4	10	0

Entries of single compounds, looked up by structure. Values in the order: PLCb3 inh | DDE Tn6 FP inh | DDE Tn7 FP inh | ARFGAP1 inh | ADAM10 inh | SIAE primary | ADAM17 inh | ASAP1 inh | TDP2 inh | PLC-gamma1 inh
Listed for CC1CCN(C(=O)CN(c2ccc3c(c2)OCO3)S(C)(=O)=O)CC1 → 3 | 0 | -6 | -8 | 8 | -3 | -2 | 2 | -7 | 0
Listed for CCCc1c(C(=O)N/N=C/c2cccnc2)nnn1-c1nonc1N → -6 | -6 | 3 | 17 | 1 | 5 | -5 | 4 | 10 | 0

The main list resumes, starting 2 compounds before the break.
Letters: A = PLCb3 inh; B = DDE Tn6 FP inh; C = DDE Tn7 FP inh; D = ARFGAP1 inh; E = ADAM10 inh; F = SIAE primary; G = ADAM17 inh; H = ASAP1 inh; I = TDP2 inh; J = PLC-gamma1 inh
19: CC(NC(=O)CN1C(=O)COc2ccccc21)c1ccccc1 (stereo not drawn)
  A = -1; B = -4; C = 0; D = 5; E = -4; F = 0; G = -4; H = -6; I = 4; J = -4

20: O=C1CCCC/C1=C/Nc1ccc2c(c1)OCO2
  A = -30; B = -2; C = 1; D = 4; E = -12; F = 12; G = -4; H = 1; I = 2; J = -19

21: COc1ccc(C2=NN(C(C#N)c3ccc(OC)cc3)C(c3ccccc3)C2)cc1 (stereo not drawn)
  A = -7; B = 3; C = 0; D = 13; E = -18; F = -3; G = -4; H = 1; I = -4; J = -7

22: CN(C)c1oc(-c2cccs2)nc1C#N
  A = i; B = -4; C = 6; D = 11; E = i; F = 11; G = i; H = -6; I = 3; J = i

23: CCCCCCc1ccc(NC(=O)[C@@H]2CC=C[C@@H]3CCN(Cc4ccccc4)C(=O)[C@@H]32)cc1
  A = 0; B = -6; C = 2; D = .; E = 5; F = -6; G = 2; H = .; I = -4; J = -1

24: CCN(CC(=O)Nc1cc(Cl)ccc1C)C(=O)C1CC1
  A = 1; B = -4; C = 2; D = 1; E = 5; F = -10; G = 0; H = 5; I = -23; J = 14*
